From PubChem
PDI turbidity – blocks human protein disulfide isomerase activity | AID 588391 | P07237 | 350,000 tested, 0.052% active | PDI insulin aggregation turbidity, A650, 90 min | inhibition, % at 10 µM;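 active means mean inhibition across replicates of 30% or more, whatever share of single replicates reach that level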;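 further: absorbance from insulin aggregation driven by PDI reduction with DTT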
Target sequence (P07237 whole entry, looked up): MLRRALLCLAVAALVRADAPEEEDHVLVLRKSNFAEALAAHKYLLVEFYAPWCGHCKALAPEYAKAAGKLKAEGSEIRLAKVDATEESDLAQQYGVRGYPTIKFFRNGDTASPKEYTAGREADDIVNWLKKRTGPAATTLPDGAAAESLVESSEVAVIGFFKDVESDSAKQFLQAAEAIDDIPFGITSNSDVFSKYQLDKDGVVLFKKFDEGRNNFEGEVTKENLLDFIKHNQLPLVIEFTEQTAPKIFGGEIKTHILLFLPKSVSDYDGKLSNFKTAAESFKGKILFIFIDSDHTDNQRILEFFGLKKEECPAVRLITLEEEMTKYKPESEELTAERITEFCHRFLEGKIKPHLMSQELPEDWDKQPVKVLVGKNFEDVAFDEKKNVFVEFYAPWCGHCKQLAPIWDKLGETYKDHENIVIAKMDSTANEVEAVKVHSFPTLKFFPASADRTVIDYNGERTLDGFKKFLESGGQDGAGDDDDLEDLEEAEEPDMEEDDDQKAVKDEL
NR2E3 ag-1 – agonists of human nuclear receptor NR2E3. GST-NR2E3/biotin-RetCOR TR-FRET, 1536-well. AID 2300. Q9Y5X4. inhibition of corepressor binding, % at 4.78 µM. 320,000 tested, 0.12% active;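 active means percent inhibition above the cutoff of mean plus 3 SD of all tested compounds, set per screening campaign, cut at about 20% in these data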;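 further: 0% = DMSO wells and 100% = biotin wells as full block of FRET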
Target sequence (Q9Y5X4 whole entry, looked up): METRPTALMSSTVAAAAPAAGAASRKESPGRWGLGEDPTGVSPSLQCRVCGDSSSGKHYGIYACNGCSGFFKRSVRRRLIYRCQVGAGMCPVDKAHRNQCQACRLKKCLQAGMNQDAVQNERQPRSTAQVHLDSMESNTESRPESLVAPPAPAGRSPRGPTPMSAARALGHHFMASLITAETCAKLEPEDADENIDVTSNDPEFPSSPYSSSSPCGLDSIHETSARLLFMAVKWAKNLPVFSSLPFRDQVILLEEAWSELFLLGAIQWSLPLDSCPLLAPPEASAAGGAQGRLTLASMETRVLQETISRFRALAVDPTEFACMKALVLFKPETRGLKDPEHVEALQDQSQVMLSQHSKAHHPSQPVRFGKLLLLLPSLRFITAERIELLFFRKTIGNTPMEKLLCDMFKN
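system = GST-tagged NR2E3 plus biotinylated RetCOR corepressor | input = 1.35 nM GST-NR2E3 | also added = 7 nM biotin-RetCOR | schedule = 5 h incubation at 4 °C | measured by = TR-FRET with europium anti-GST and streptavidin-D2, 340 nm excitation | read-out = percent loss of FRET ratio relative to control wells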
MITF TRPM1 inh – reduces MITF-dependent TRPM1 promoter luciferase signal | SK-MEL-5 TRPM1 promoter luciferase, 24 h | AID 488899 | 330,000 tested, 0.83% active | inhibition, % at 12.5 µM;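 active means mean inhibition across replicates of 60% or more, whatever share of single replicates reaches that level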; further: values of inactives mirror those of a sister screen read the other way
CaV13 FRET inh – Primary screen for inhibitors of IQ motif and Ca2+-dependent inactivation inhibitor domain binding in CACNA1D, Förster resonance energy transfer in living cells, …; HEK cells, CFP/YFP FRET ICDI-IQ, plate reader, 10 min; percent FRET-ratio fall versus neutral wells; 340,000 tested, 0.098% active; inhibition, % at 12.3 µM;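 active means mean replicate inhibition of at least 30% and at least 1% of replicates passing that level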;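 further: 0% = median of the neutral control wells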
Shn3 3UTR inh – inhibitors of Schnurri-3 3'UTR reporter in osteoblasts; Clone20 osteoblast Shn3 3'UTR firefly luciferase, 24 h; inhibition, % at 12.5 µM; 360,000 tested, 0.52% active;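 active means mean inhibition of at least 75% with every replicate also reaching 75%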;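 further: 0% = median of neutral control wells and 100% = pilot-screen positive control compound; some compounds past the cut are filed as inactive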
Peg3 promoter – Peg3 promoter activity inhibition; HeLa PEG-Prom luciferase reporter, luminescence, overnight; inhibition, % at 20 µM; 360,000 tested, 1.7% active;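 active means inhibition of at least 50% at 20 µM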
NR2E3 ag-2 – activates human NR2E3 receptor; Q9Y5X4; CHO-S Gal4-NCOR/VP16-NR2E3 two-hybrid, luciferase; inhibition of corepressor binding, % at 3.98 µM; 360,000 tested, 0.35% active; AID 602229;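 active means inhibition above the mean of all tested compounds plus 3 SD, cut at about 70% in these data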;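 further: 0% = DMSO with NR2E3 transfected cells and 100% = cells lacking NR2E3 construct; higher means lower luciferase signal from less NR2E3 corepressor binding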
KKLEB cytotox – counter-screen for CF NF-kB inhibitors: cytotoxicity; 360,000 tested, 0.36% active; KKLEB CF airway cells viability, ATPlite luminescence, overnight; stronger effect = lower value; cells stimulated with P. aeruginosa culture filtrate; activity change (cytotoxicity), % at 5 µM; AID 602141;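 active means corrected activity change at or below -50% at 5 µM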
Vif inh – inhibitors of HIV Vif; HEK293T cells, Vif self-association by quenched fluorescence, imaging, 24 h; inhibition, % at 7.49 µM; AID 602346; 340,000 tested, 0.35% active; in the data active means inhibition above about 50%, passing the limit was not always enough; further: some results filed as inactive read as strong as hits
HIF-2a inh – blocks HIF-2a reporter activity; 786-0 RCC cells HIF-2a reporter, luciferase luminescence, overnight; inhibition, % at 18.8 µM; 360,000 tested, 0.72% active; AID 624352;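 active means inhibition of the luminescence signal of 40% or more relative to plate controls, in a single-dose primary screen at 18.75 µM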
CF NFkB block – inhibitors of cystic fibrosis induced NF-kB. inhibition, % at 5 µM. 360,000 tested, 0.86% active. KKLEB NF-kB-GFP reporter, PAF-induced, GFP fluorescence overnight. AID 588850;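 active means at least 50% inhibition at 5 µM, scaled per plate between neutral and stimulator controls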;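 further: PAF is a Pseudomonas aeruginosa culture filtrate used as stimulus; plate controls were PAF-stimulated DMSO wells for no effect and unstimulated DMSO wells for full effect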
* marks the source's active call; other numbers are inactive results; nt = no result given.

Structure	Peg3 promoter	NR2E3 ag-1	KKLEB cytotox	NR2E3 ag-2	PDI turbidity	Vif inh	Shn3 3UTR inh	HIF-2a inh	CaV13 FRET inh	CF NFkB block	MITF TRPM1 inh
CCOC(=O)C1CCCN(C(=O)Cn2nc(C)c3c(C)n(-c4ccccc4)nc3c2=O)C1 (stereo unspecified)	14	-5	4	1	5	-2	1	9	-7	9	16
O=C(N/N=C/c1c(O)ccc2ccccc12)C(=O)N1CCCC1	30	nt	-6	-7	13	nt	82*	6	-19	3	nt
CC(C)Sc1nc(SCC(=O)NCc2ccco2)c2c3c(sc2n1)COC(C)(C)C3	-63	-1	2	-1	2	6	6	-88	nt	-2	-24
O=C1CC(c2ccc(OCCCCCOc3ccc(C4CC(=O)NC4=O)cc3)cc2)C(=O)N1 (stereo unspecified)	16	1	1	4	0	-6	-11	-2	-5	-31	19
COCCCn1cc(C(=O)c2cc(OC)ccc2OCC(=O)N2CCCCC2C)cc(C#N)c1=O (stereo unspecified)	-3	1	1	-21	-2	-3	5	-39	3	-8	-4
COc1ccccc1CNC(=O)CCn1c(=O)sc2ccccc21	1	-1	-1	-11	3	-5	8	-20	-5	-13	-5
CCCCCOC(=O)C1=C(C)NC(=O)NC1c1ccc([N+](=O)[O-])cc1 (stereo unspecified)	13	5	6	11	-6	3	1	36	-2	5	1
COc1c(C)cc(C(O)c2ncc(-c3ccc4ccccc4c3)[nH]2)cc1C (stereo unspecified)	28	nt	-12	21	2	-12	1	-10	-5	-9	nt
COc1ccc(S(=O)(=O)NCCC(=O)OCC(=O)NC2CC2)cc1	11	nt	-8	-14	3	11	81	6	-7	3	-7
COCc1cc(OC)nc(-c2csc(C)n2)n1	1	1	-6	-3	-8	18	-8	14	-5	13	-4

Next compounds:
Structure	Peg3 promoter	NR2E3 ag-1	KKLEB cytotox	NR2E3 ag-2	PDI turbidity	Vif inh	Shn3 3UTR inh	HIF-2a inh	CaV13 FRET inh	CF NFkB block	MITF TRPM1 inh
O=C(COC(=O)c1sc2cc(F)ccc2c1Cl)Nc1ncc(Cl)cc1Cl	31	-3	7	10	0	-3	21	11	-5	4	-8
COc1ccccc1NC(=O)c1ccc(N2CC3CC(C2)c2cccc(=O)n2C3)c(NC(=O)c2ccncc2)c1 (stereo unspecified)	-12	-2	1	-6	13	-1	-10	10	-7	4	0
COc1ccc(CCNC(=O)c2ccn[nH]2)cc1OC	12	1	-6	17	-13	10	5	12	nt	18	-5
Cc1cccc(CNc2ncnc3ccc(-c4ccccc4Cl)cc23)c1	22	1	-12	-22	-1	-1	-8	17	-5	14	0
O=C(Nc1cc(S(=O)(=O)N2CCCC2)ccc1OCC(F)(F)F)c1ccccc1F	8	-4	-20	-1	-1	-7	4	8	-1	23	-2
CN1CCN(C(=O)Cn2c(=O)oc3cc(S(=O)(=O)NCc4ccccc4)ccc32)CC1	23	2	-4	-8	0	-2	-10	11	-5	-1	1
Cc1cc(N2C(=O)c3ccc(C(=O)Nc4ccccc4O)cc3C2=O)no1	24	-3	5	-23	2	5	-11	20	-7	-16	-6
COc1ccc(C(=O)NC(=S)Nc2ccc(CN3CCOCC3)cc2)cc1	18	-1	-3	-10	-5	-1	-3	2	-5	0	13
CC(CNC(=O)c1cncc(O)c1)NC(=O)c1cncc(O)c1 (stereo unspecified)	12	1	-5	10	2	7	-10	7	nt	14	2
O=C(C=Cc1ccco1)c1cc(Cl)ccc1O	16	nt	12	-4	6	-1	3	10	-15	-21	-2

(list continues)
Structure	Peg3 promoter	NR2E3 ag-1	KKLEB cytotox	NR2E3 ag-2	PDI turbidity	Vif inh	Shn3 3UTR inh	HIF-2a inh	CaV13 FRET inh	CF NFkB block	MITF TRPM1 inh
CCOc1ccc(NC(=O)COc2ccccc2)c([N+](=O)[O-])c1	-310	-2	-2	-75	13	2	-95	-330	-5	-11	-124
N#CC1=C(SCC(N)=O)NC(=O)CC1c1ccccc1Cl (stereo unspecified)	-5	-2	-4	-11	-2	11	-11	0	-7	20	10
O=C(O)c1cc(N/N=C/c2c(O)ccc3ccccc23)ccc1Cl	-283	0	-2	-87	3	1	-84	-237	-3	-5	-54
CCOc1[nH]n(-c2ccc(Cl)cc2)c(=O)c1C=Nc1ccc(O)cc1	22	-2	-30	-29	0	2	37	3	-5	16	26
COc1ccc(-c2nnc(SCC(=O)Nc3nc4ccccc4s3)n2C)cc1	-1	nt	4	-11	-2	nt	-4	17	-4	3	2
COc1ccc(NC(=O)Nc2cccc(NC(C)=O)c2)c(OC)c1	2	-1	11	-14	0	12	-15	-3	1	-7	-3
Cc1nc(SCC(=O)Nc2c(C)nn(C)c2C)c2cnn(-c3ccccc3)c2n1	8	2	-2	3	5	-24	16	7	nt	-4	30
CC1=C(C(=O)N(C(C)C)C(C)C)CC(CC(=O)NCCN2CCOCC2)C(=O)N1Cc1ccc(F)cc1 (stereo unspecified)	-1	nt	5	-5	nt	nt	3	3	-7	-17	nt
CC(NS(=O)(=O)c1ccc(F)cc1)C(=O)Nc1ccc2c(c1)OCCO2 (stereo unspecified)	9	-5	-6	-29	3	-7	-10	-2	-3	-4	-7
CCCCN(C=O)c1c(CC)nc2ccc(C(=O)NCCc3ccccn3)cn12	6	nt	2	-28	-8	0	-22	2	-6	4	nt

Additional compounds follow:
Structure	Peg3 promoter	NR2E3 ag-1	KKLEB cytotox	NR2E3 ag-2	PDI turbidity	Vif inh	Shn3 3UTR inh	HIF-2a inh	CaV13 FRET inh	CF NFkB block	MITF TRPM1 inh
CCC(C)OC(=O)C1=C(C)OC23OC(N)=C(C#N)C12C(=O)c1ccccc13 (stereo unspecified)	14	3	-6	2	-5	-3	-5	9	-5	1	9
Cn1c(N)c(C(=O)COC(=O)Cc2cccs2)c(=O)n(C)c1=O	5	nt	-10	-35	7	16	7	7	-5	9	6
O=C(CCC(=O)N1CCOc2ccccc21)NCCc1ccccc1	-8	1	-11	-1	nt	0	-5	-14	-6	-10	-6
COc1c(S(=O)(=O)NCCCN2CCOCC2)ccc(Cl)c1Cl	4	-1	-4	-42	2	-3	7	10	-11	-9	-4
CCOC(=O)c1sc(N/N=C/c2cc(Br)c(O)c(OC)c2)nc1C	23	2	-20	-33	4	-4	5	-29	-20	22	0
Nn1cnc2scc(-c3ccc(Cl)cc3)c2c1=O	-5	3	6	-37	1	15	-27	6	-20	-9	0
O=C(O)CCCNC(=O)c1nn(Cc2ccccc2)c(=O)c2ccccc12	3	2	-2	-25	-5	-6	-10	15	-4	5	7
CCN1CCN(c2ccc(NC(=O)Cc3ccccc3)cc2)CC1	-34	5	-1	-10	1	8	-20	-29	nt	5	3
COc1ccc(NS(=O)(=O)c2ccc3c(c2)NC(=O)CCS3)cc1Cl	16	-3	22	60	0	11	38	4	-2	27	-1
CCc1ccc2c(c1)cc(CN(C(=S)Nc1cccc(C)c1)C1CC1)c1nnnn12	19	4	-33	-11	1	0	2	-2	-9	30	5

The list continues:
Structure	Peg3 promoter	NR2E3 ag-1	KKLEB cytotox	NR2E3 ag-2	PDI turbidity	Vif inh	Shn3 3UTR inh	HIF-2a inh	CaV13 FRET inh	CF NFkB block	MITF TRPM1 inh
COc1ccc(CN2CC(=O)N(c3ccc(C)c(C)c3)C2=S)cc1OC	7	4	-4	20	0	5	37	12	-6	17	7
COc1ccc(C(=O)C2CCCN(Cc3cccn3-c3ccccn3)C2)cc1F (stereo unspecified)	2	5	-2	11	1	-10	17	15	-7	16	7
O=C(C1CC1)N1N=C2CCCCC2C1(O)C(F)(F)F (stereo unspecified)	-2	3	5	-3	-5	-7	50	13	-7	13	9
COc1ccc(NC(=O)CC2C(=O)N(Cc3cccs3)C(=S)N2C(C)C)cc1 (stereo unspecified)	21	-3	8	-28	0	2	3	28	-14	-4	-12
COc1ccc(C(=O)NCCN2CCN(C(=O)c3ccc(OC)cc3)CC2)cc1	10	0	-8	-4	-2	-1	0	-5	nt	16	12
CCCCCCn1cc(C(=O)O)c(=O)c2ccccc21	22	1	-7	-1	-2	11	4	8	nt	21	11
OCCCCC#Cc1c(-c2ccsc2)sc2ccccc12	18	2	-5	4	3	-6	-18	15	-4	-2	-13
CCOC(=O)N1CCN(C(=O)CNC(=O)c2ccc(Br)o2)CC1	-2	nt	13	-2	-1	1	-7	14	-2	6	-4
CC(OC(=O)COc1ccccc1)C(=O)NC1CCCC1 (stereo unspecified)	9	2	-16	-7	2	2	0	0	-1	19	-3
COc1ccc(-n2c(SCC(=O)N3CCOCC3)nc(O)cc2=O)cc1	14	nt	-5	-10	7	13	-7	10	nt	8	6

Additional entries
Structure	Peg3 promoter	NR2E3 ag-1	KKLEB cytotox	NR2E3 ag-2	PDI turbidity	Vif inh	Shn3 3UTR inh	HIF-2a inh	CaV13 FRET inh	CF NFkB block	MITF TRPM1 inh
N#CCC(CNc1ncc(C(F)(F)F)cc1Cl)OC(=O)c1cccc(C(F)(F)F)c1 (stereo unspecified)	-13	-1	-17	16	0	0	8	-10	-9	-1	-11
O=C(Cn1cncn1)NCc1cccc(C(F)(F)F)c1	15	-3	15	4	0	47	-19	15	6	-2	1
Cn1c(-c2ccsc2)c(-c2cccs2)c2cc(Br)ccc21	4	-2	-1	-12	1	1	-5	3	-6	13	-2
COc1ccc(Cl)cc1C(=O)NNC(=S)NC(=O)c1cc(-c2ccc(Cl)cc2)nc2ccccc12	-1	-1	3	-19	0	4	20	3	-4	13	-10
Cc1cc(S(=O)(=O)Nc2nc(CN3CCOCC3)nc3sc4c(c23)CCC4)cc(C)c1C	-2	nt	-13	-26	3	11	-2	7	-6	39	-1
Cc1ccc(S(=O)(=O)/C(C#N)=C/c2c(N3CCCCC3)nc3ccccn3c2=O)cc1	12	2	-16	-56	14	-2	-6	5	-5	11	nt

Compounds were not picked by outcome (roughly 3.3% active in at least one column).
